# TROY signal inh = inhibitors of TROY-driven NF-kB signaling, primary screen, Q293 LMP1-TROYcd cells, NF-kB luciferase, uHTS; Q293 LMP1-TROYcd NF-kB luciferase reporter, 4 h; inhibition, % at 10 µM; 360,000 tested, 0.98% active; AID 1347056, 2019;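 active means compounds whose plate-normalised and pattern-corrected inhibition of the luciferase reporter signal at the single screening dose is 50% or more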
# TWEAK Fn14 block = inhibitors of TWEAK-Fn14 signaling, primary screen, luciferase reporter cells, uHTS; 360,000 tested, 2% active; TWEAK-stimulated Fn14 reporter cells, luciferase luminescence, 8 h; AID 1159606, 2016; inhibition, % at 10 µM; in the data active means inhibition above about 50%
# NR5A2 inv ag = LRH-1 (NR5A2) inverse agonists, primary screen, cell-based, luminescence, HEK293T, StAR-luciferase reporter; Nuclear receptor subfamily 5 group A member 2 (Homo sapiens), O00482; LRH-1 transfected, 24 h; inhibition, % at 3.6 µM; 360,000 tested, 0.13% active;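 active means inhibition above the mean inhibition of all tested compounds plus 3 SD, cut at about 73% in these data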;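 further: 0% = DMSO wells and 100% = reporter-only cells lacking LRH-1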
# Shn3 3UTR inh = reduction of Shn3 3'UTR firefly luciferase signal, primary screen, Schnurri-3 inhibitor project, cell-based, Clone20 osteoblasts, set 2; Clone20 osteoblast Shn3 3'UTR firefly luciferase, 24 h; inhibition, % at 12.5 µM; 360,000 tested, 0.52% active;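 active means mean inhibition of at least 75% with every replicate also reaching 75%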;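 further: 0% = median of neutral control wells and 100% = pilot-screen positive control compound; some compounds past the cut are filed as inactive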
# NR2F2 inh = NR2F2 transcriptional activity inhibitors, primary screen, cell-based, luciferase reporter, HEK293T, luminescence; COUP transcription factor 2 (Homo sapiens), P24468; inhibition, % at 8.6 µM; AID 686940, 2013; 370,000 tested, 0.7% active; HEK293T NGFI-A luciferase reporter;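 active means inhibition above a per-plate cutoff, mean inhibition of test wells between control levels plus 3 SD, cut at about 38% in these data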;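 further: cells cotransfected with COUP-TFII expression vector driving the NGFI-A reporter; 0% = median of COUP-TF2 test wells and 100% = reporter-only cells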
# SRC3 inh = SRC3 coactivator transcriptional activity inhibitors, primary screen, cell-based, luminescence | Nuclear receptor coactivator 3 (Homo sapiens), Q9Y6Q9 | 360,000 tested, 0.17% active | AID 588352, 2011 | HEK293 GAL4-SRC3 luciferase reporter | inhibition, % at 3.6 µM;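 active means inhibition above a per-campaign cutoff, the mean of all compounds plus 3 SD, cut at about 60% in these data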;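 further: 0% = DMSO-treated cells and 100% = gossypol-treated cells at 36 µM; higher means less SRC3-driven luciferase light from the GAL4 reporter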
# EBV LMP1 NFkB = EBV LMP1-driven NF-kappaB luciferase reporter inhibitors, primary screen, cell-based, luminescence, single point; LMP1-induced NF-kappaB luciferase reporter cells; inhibition, % at 12.5 µM; 350,000 tested, 0.69% active; AID 504558, 2011; in the data active means inhibition above about 41%;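 further: 0% = neutral control wells and 100% = reference inhibitor control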
# KKLEB tox = cytotoxicity in KKLEB CF airway cells, primary screen, cytotoxicity control for CF NF-kB inhibitor project, cell-based, uHTS, fluorescence assay plates. KKLEB CF airway cells viability, ATPlite luminescence, overnight; hits give low values; cells stimulated with P. aeruginosa culture filtrate. activity change (cytotoxicity), % at 5 µM. 360,000 tested, 0.36% active;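 active means corrected activity change at or below -50% at 5 µM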
# TRAIL sens C8 = viability loss with TRAIL in NB7+C8 cells, primary screen, TRAIL sensitizer project, cell-based, ATPlite luminescence | inhibition (viability loss, TRAIL sensitization), % at 10 µM | 360,000 tested, 1% active | AID 624354, 2012;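 active means compounds causing at least 50% loss of cell viability in the single-dose screen, relative to plate controls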
# SRC1 inh = SRC1 coactivator transcriptional activity inhibitors, primary screen, cell-based, luminescence; Nuclear receptor coactivator 1 (Homo sapiens), Q15788; HEK293 GAL4-SRC1 luciferase reporter; inhibition, % at 3.6 µM; 360,000 tested, 0.12% active; AID 588354, 2011;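 active means inhibition above the campaign mean plus 3 SD, with each screening campaign given its own cutoff, cut at about 60% in these data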;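 further: 0% = DMSO treated cells and 100% = gossypol at 36 µM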
# CF NFkB inh = inhibitors of PAF-induced NF-kB signaling, primary screen, cell-based, GFP fluorescence, uHTS; KKLEB NF-kB-GFP reporter, GFP fluorescence overnight; inhibition, % at 5 µM; 360,000 tested, 0.86% active;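 active means at least 50% inhibition at 5 µM, scaled per plate between neutral and stimulator controls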;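 further: PAF is a Pseudomonas aeruginosa culture filtrate used as stimulus; plate controls were PAF-stimulated DMSO wells for no effect and unstimulated DMSO wells for full effect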
# Active calls of the source: *; . = not tested or not shown. Only part of the results is shown, so the mix of outcomes need not match the whole.
SMILES,TROY signal inh,TWEAK Fn14 block,NR5A2 inv ag,Shn3 3UTR inh,NR2F2 inh,SRC3 inh,EBV LMP1 NFkB,KKLEB tox,TRAIL sens C8,SRC1 inh,CF NFkB inh
N#Cc1ccc(NC(=O)CN2C(=O)NC3(CCCCCCC3)C2=O)cc1Cl,-14.4,-21.6,5.4,39.3,13.7,19.6,-9.5,-22.2,4.2,-3.2,5.7
Cc1cccc(-n2c(-c3cccs3)nc3ccccc3c2=O)c1,-6.9,-22.5,18.2,-17.7,3.5,8.0,-18.6,12.3,11.3,-2.4,-8.4
NCCc1c[nH]c2ccc(OCc3ccccc3)cc12,9.8,-3.9,-7.5,6.0,-5.3,0.2,-3.7,-1.7,-3.5,7.5,-13.8
CC(C)N1C(=O)CC2(CC[N+](C)(CCOC(=O)C(O)(c3ccccc3)c3ccccc3)CC2)C1=O (stereo not drawn),1.4,14.4,17.8,9.4,2.2,13.2,12.9,3.1,-12.0,-6.6,-3.4
CC[C@H]1CN2CCC1C[C@H]2[C@H](O)c1ccnc2ccc(OC)cc12 (stereo partly drawn),-6.0,-10.8,-10.7,-3.6,7.2,-13.4,69.0*,15.0,-1.4,4.2,27.6
O=C(Nc1ccc(Br)cc1)N1C[C@H]2C[C@@H](C1)c1cccc(=O)n1C2,3.9,-0.6,0.4,-1.8,14.0,1.4,2.0,-11.4,-1.2,3.9,19.1
O=C(Nc1nccs1)C(Cl)(Cl)Cl,-9.0,5.6,7.6,-12.6,-6.9,7.2,-10.1,-2.3,-3.9,-3.1,-13.6
Cc1cc(/C=C2\C(=O)NC(=O)N(Cc3ccco3)C2=O)c(C)n1-c1ccc(C(=O)O)cc1,-1.1,6.1,6.1,8.2,18.9,-9.1,-9.7,2.0,-21.0,7.0,-16.4
O=c1c2ccccc2nc(-c2ccc(Cl)cc2Cl)n1-c1ccncc1,-10.3,-4.0,-2.2,2.1,-0.6,19.7,1.7,-5.5,7.4,2.0,1.0
COC1C(O)C(C)OC(OC2CCC3(C=O)C(CCC4C3CCC3(C)C(C5=CC(=O)OC5)CCC43O)C2)C1O (stereo not drawn),41.8,80.6*,103.5*,-11.3,78.5*,90.5*,89.7*,-58.4*,74.4*,90.4*,91.1*
O=C1NC(=O)C(=Cc2ccc(SC3CCCCC3)o2)C(=O)N1,19.4,4.2,5.8,4.2,6.1,10.5,9.6,10.7,4.0,-13.0,8.2
O=C(N/N=C/c1c(O)n(CCc2ccccc2)c(=O)[nH]c1=O)c1ccccc1O,-20.7,1.6,-5.7,-3.8,-0.4,-10.6,3.4,-3.9,0.9,-2.6,-7.8
NNP(=O)(CC(=O)c1ccccc1)c1ccccc1 (stereo not drawn),-5.2,6.5,4.9,0.8,-6.2,9.0,.,9.9,-3.2,10.8,-21.4
Cc1cccc(-n2c(O)c(C=NCc3cccnc3)c(=O)[nH]c2=O)c1C,-2.5,-17.1,-9.7,3.6,16.5,4.3,-13.3,-3.4,-2.7,4.5,-4.6
COc1ccc(-n2c(-c3ccccc3F)nc3ccccc3c2=O)cc1,3.2,-8.8,-6.4,-3.4,4.5,0.2,-6.2,6.9,-2.4,-6.9,-5.4
Cc1ccccc1-n1c(O)c(C=Nc2ccc(N(C)C)cc2)c(=O)[nH]c1=O,12.3,6.2,20.2,-10.4,7.7,0.3,5.3,-7.9,0.2,-12.5,11.6
CCCCC(C)C(OC(=O)CC(CC(=O)O)C(=O)O)C(CC(C)CC(O)CCCCC(O)CC(O)C(C)N)OC(=O)CC(CC(=O)O)C(=O)O (stereo not drawn),2.2,3.9,6.7,0.6,-13.3,19.2,-12.6,8.5,-7.3,6.5,-8.3
COc1ccccc1CN1CCN(C(=O)COc2ccccc2)CC1,2.0,-6.3,-3.2,1.4,-1.6,-15.7,5.4,5.5,2.8,-1.7,-1.9
Cc1c(CC(=O)N2C[C@H]3C[C@@H](C2)c2cccc(=O)n2C3)c(=O)oc2c(C)c(O)ccc12,0.6,10.6,-18.1,-0.9,6.3,4.2,1.8,0.2,4.2,-13.3,18.5
O=C(c1cc(-c2ccc(Cl)cc2)n(-c2ccc(Cl)cc2Cl)n1)N1CCOCC1,11.7,14.3,2.0,-3.7,-0.9,4.4,-11.7,-2.6,-8.3,-4.8,-4.9
ClCCN(CCCl)c1ccc(-n2cnc3c(Cl)ncnc32)cc1,35.6,74.9*,-8.6,20.3,-10.3,2.1,23.0,-2.6,86.1*,-13.3,30.2
COC(=O)C1=C(c2cccc(OCc3ccccc3)c2)C[C@@H]2CC[C@H]1N2C(=O)NCc1ccc(Br)cc1,21.5,11.7,-12.3,14.2,0.2,-1.3,1.7,3.8,8.4,-9.6,6.2
COc1cc(Br)cc(CN2CCN(C)CC2)c1O,0.1,-4.7,13.3,3.9,.,-7.6,2.8,1.2,-24.8,-2.5,-3.0
CC12CN3CC(C)(CN(C1)C3c1cccs1)C2O (stereo not drawn),-7.5,-0.2,9.4,-11.9,10.0,-0.8,-8.6,12.4,-5.9,4.5,0.7
CCN(C(=O)COC(=O)c1cc(C)n(C2CC2)c1C)c1ccccc1,10.6,-11.3,-6.4,-14.8,-8.3,-0.7,-17.4,0.8,-5.7,5.4,-3.1
O=C1NC(=O)N(c2ccc3c(c2)OCO3)C(=O)/C1=C/c1ccc(N2CCCCC2)o1,16.1,-12.8,12.5,-0.9,10.8,-13.9,-1.7,-1.1,-2.0,6.6,4.3
CCOc1ccc(N2C(=O)NC(=O)/C(=C\c3ccc(N4CCOCC4)cc3C)C2=O)cc1,10.8,-8.0,9.9,12.1,9.7,-3.0,-6.1,0.9,8.7,-0.6,-12.1
O=C/C=C/c1ccccc1,-3.4,-2.9,-7.8,6.0,-11.5,-13.0,-7.0,-6.2,3.4,10.1,7.8
CCC1(c2ccccc2)C(=O)NC(=O)NC1=O,1.2,-15.7,12.8,-4.4,-6.6,4.9,1.5,13.5,6.2,-10.6,-3.2
CN1CCc2nc3sc(C(=O)NC4CC4)c(N)c3cc2C1,-17.7,-0.1,-6.4,0.2,-7.4,10.2,-5.9,-4.3,-1.5,-7.8,-8.7
N#CCCn1cc(C=C2C(=O)NC(=O)NC2=O)c(-c2ccccc2)n1,-15.2,4.9,0.7,-16.1,1.6,4.6,6.5,1.1,-8.8,3.7,11.2
O=C(CNC1CCCCC1)N1CCC2(CC1)OCCO2,2.5,6.1,1.0,-1.1,17.1,0.3,-3.5,-2.6,-0.2,16.1,10.8
Cc1cc(C(=O)N=Nc2c(O)n(C)c3ccccc23)c(C)o1,-83.1,-36.3,-50.2,-72.0,-20.7,-32.3,-12.6,5.9,19.8,-53.0,-21.3
CC1CCN(c2cc(Br)c([N+](=O)[O-])cc2F)CC1,-6.9,-7.7,-3.0,4.3,10.8,5.9,-3.2,-1.3,-3.1,-7.4,12.3
CCN1CCN(C(=O)Cc2ccccc2OC)CC1,15.0,-16.2,8.9,-9.5,2.5,17.9,4.9,13.4,-13.5,-3.1,-1.1
Nc1ccccc1C(=O)OCC(=O)N1CCc2ccccc21,-38.1,-24.5,-121.2,-19.8,-25.6,-93.0,-37.5,-3.5,10.3,-92.6,-0.7
CC1CCN(C(=O)COC(=O)c2cn(C)c3ccccc23)CC1,-31.0,-20.4,-1.1,-4.3,12.7,-10.9,-3.1,-2.0,-0.7,-7.8,-4.6
O=[N+]([O-])c1ccc(CNCCc2ccccc2)cc1,-17.1,98.1*,-5.2,12.1,-19.9,-12.7,-3.7,-5.9,-20.4,-44.8,-20.2
Cc1cc(C)c(N=Cc2c(O)[nH]c(=O)[nH]c2=O)c(C)c1,-0.7,-7.1,6.7,-27.3,-16.6,-10.9,4.4,-14.1,30.8,-1.9,14.4
CN(C)P1(=O)N(C)CCN1C,4.1,14.2,13.6,4.3,-13.5,-15.9,.,-2.6,2.6,12.8,16.8
C/C=C/c1ccc2c(c1)OCO2,-8.4,-5.2,4.8,-9.2,2.3,15.7,-0.1,-11.4,3.4,-3.4,-8.2
CC(=O)c1ccc(OC(NC(=O)c2ccco2)C(Cl)(Cl)Cl)cc1 (stereo not drawn),6.1,4.2,3.5,9.4,2.5,6.1,-8.7,2.3,22.9,-0.3,12.6
Cc1cccc(-n2c(C)nc3cc(C(=O)N4CCC5(CC4)OCCO5)ccc32)c1,24.9,-8.9,7.0,0.3,-6.3,7.7,7.3,0.1,2.0,7.6,8.1
COC(=O)C1=C(c2cc3ccccc3o2)C[C@@H]2CC[C@H]1N2C(=O)N1CCC(C)CC1,4.2,-17.8,-5.2,69.7,-1.4,18.5,13.0,-14.5,2.1,7.4,39.7
CC(=O)O[C@@]12CO[C@@H]1C[C@H](O)[C@@]1(C)C(=O)[C@H](O)C3=C(C)[C@@H](O)C[C@@](O)([C@@H](OC(=O)c4ccccc4)C12)C3(C)C (stereo partly drawn),-26.7,8.5,1.1,-3.4,-5.0,7.9,-40.0,-2.1,21.8,-17.3,8.2
CC(C)c1ccc(C2N3CCCN23)cc1 (stereo not drawn),-11.1,-18.8,9.1,-22.0,2.3,9.6,-2.0,-10.8,-8.9,-1.8,4.1
N#Cc1ccc(Cn2cc(C(=O)c3ccco3)c3ccccc32)cc1,-0.6,-5.0,4.5,27.3,6.0,0.5,6.9,-3.3,26.1,-22.3,-4.7
CCCCn1c(O)c(C(C)=Nc2ccc(OCC)cc2)c(=O)[nH]c1=O,-7.9,31.0,0.1,5.5,9.4,1.1,-8.5,5.2,-14.6,3.7,-4.3
COc1ccc(CCN(C)Cc2ccc(F)cc2F)cc1OC,-21.4,2.7,-14.7,-5.5,-7.7,20.3,2.6,3.7,3.3,-0.4,1.8

# Ordered by heavy-atom count (rising): 3 of the compounds above.
SMILES,TROY signal inh,TWEAK Fn14 block,NR5A2 inv ag,Shn3 3UTR inh,NR2F2 inh,SRC3 inh,EBV LMP1 NFkB,KKLEB tox,TRAIL sens C8,SRC1 inh,CF NFkB inh
COc1ccc(CCN(C)Cc2ccc(F)cc2F)cc1OC,-21.4,2.7,-14.7,-5.5,-7.7,20.3,2.6,3.7,3.3,-0.4,1.8
Cc1cccc(-n2c(C)nc3cc(C(=O)N4CCC5(CC4)OCCO5)ccc32)c1,24.9,-8.9,7.0,0.3,-6.3,7.7,7.3,0.1,2.0,7.6,8.1
COC(=O)C1=C(c2cc3ccccc3o2)C[C@@H]2CC[C@H]1N2C(=O)N1CCC(C)CC1,4.2,-17.8,-5.2,69.7,-1.4,18.5,13.0,-14.5,2.1,7.4,39.7

# Bioassay records from PubChem BioAssay.
